# High-throughput results: PubChem, National Center for Advancing Translational Sciences (NCATS)
# GLS inh: glutaminase GLS (human) inhibition. Potency, µM (titrated, usually from 45.5 µM), for the others: at the highest dose activity change, negative = inhibition, most hits filed as inhibitors. 0.21% of 410,000 active. O94925. GLS enzymatic activity, qHTS titration; note: % is set by controls: 0 for no effect and ±100 for the full control effect
#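 Glutamate formation by hKGA was monitored fluorometrically using coupled glutamate oxidase, HRP and Amplex Red. Substrate was added as 1 mM L-glutamine solution; incubation was 30 min at RT after an initial read.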
# JMJD2A Tudor: JMJD2A Tudor domain (human) inhibition. Potency, µM (highest dose often 114 µM), for inactives: at the highest dose activity change, negative = inhibition, most hits filed as inhibitors. 4.4% of 390,000 active. AlphaScreen JMJD2A-Tudor / H3K4me3 peptide binding. AID 504339; note: % is set by controls: 0 for no effect and ±100 for the full control effect; nearly all actives have a fitted effect of over 50% in size
# Pol iota inh: blocks human DNA polymerase iota activity; Potency, µM (highest dose often 115 µM), for the others: top-dose activity, negative = inhibition, actives largely listed as inhibitors; Q9UNA4; AID 588590; 1% of 390,000 active; Pol iota fluorescent replication assay, 10 min
#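 Fluorescent replication assay read twice, at 0 min and 10 min after adding 50 nM (final) substrate. Enzyme (10 nM) and compounds were first incubated 15 min at room temperature; enzyme-free buffer wells were negative controls.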
# Pin1 inh: blocks the human prolyl isomerase Pin1 | Q13526 | Pin1 FP peptide displacement, HiFluor488, 10 min | Potency, µM (titrated, usually from 115 µM), without a hit: top-dose activity, negative = inhibition, actives largely listed as inhibitors | 0.009% of 390,000 active; active = well fitted inhibition curve with a large enough effect in the polarisation, with a control signal flat, not every such curve was filed as active; inconclusive = small, poorly fitted or top-dose-only effect, or effect the other way, or a change in a side signal; inactive = no such curve, though single readings can be large or run the other way; the % refers to the polarisation; note: % is set by controls: 0 for no effect and ±100 for the full control effect
# Target sequence (Q13526 whole entry, looked up): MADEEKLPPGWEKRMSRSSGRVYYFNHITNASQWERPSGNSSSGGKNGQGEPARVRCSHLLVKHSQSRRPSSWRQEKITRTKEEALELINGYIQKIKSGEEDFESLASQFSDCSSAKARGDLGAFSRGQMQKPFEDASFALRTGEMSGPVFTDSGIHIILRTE
# G9a inh: G9a (human) methyltransferase inhibition. 8.8% of 350,000 active. G9a H3K9 monomethylation, AlphaScreen, 2 h. AID 504332. Potency, µM (series often up to 102 µM), for inactives: top-dose activity, negative = inhibition, usual class: inhibitors; note: % is set by controls: 0 for no effect and ±100 for the full control effect; nearly all actives have a fitted effect of over 75% in size
# Target sequence (Q96KQ7 913-1193 limits assumed): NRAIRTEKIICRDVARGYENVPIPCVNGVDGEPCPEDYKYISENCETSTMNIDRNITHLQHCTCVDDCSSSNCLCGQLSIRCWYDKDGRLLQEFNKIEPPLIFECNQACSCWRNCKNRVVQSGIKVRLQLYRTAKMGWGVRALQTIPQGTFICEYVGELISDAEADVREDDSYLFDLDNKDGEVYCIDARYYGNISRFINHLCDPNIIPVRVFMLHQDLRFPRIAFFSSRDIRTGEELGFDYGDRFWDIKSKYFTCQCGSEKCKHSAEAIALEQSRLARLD
#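 Methyltransferase reactions run at room temperature for 2 h (20 nM enzyme, 500 nM biotin-H3K9 peptide, 20 uM SAM) after a 15 min compound preincubation; product detected by AlphaScreen beads and anti-H3K9me1 antibody.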
# BAZ2B inh: BAZ2B (human) inhibition. Q9UIF8. AlphaScreen BAZ2B-H3K14Ac peptide displacement. Potency, µM (doses to about 114 µM), inactives show top-dose activity change, negative = inhibition, hits mostly inhibitors. 4.4% of 360,000 active; note: % is set by controls: 0 for no effect and ±100 for the full control effect; nearly all actives have a fitted effect of over 60% in size
#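 AlphaScreen luminescence quantifies BAZ2B engagement of H3K14Ac peptide; the protein and biotinylated peptide are both at 50 nM final, buffer PBS pH 7.4 with 0.01% Tween-20, all steps at room temperature.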
# Tb PGK inh: inhibitors of T. brucei phosphoglycerate kinase; P07378; 0.043% of 380,000 active; PGK/GAPDH coupled, Kinase-Glo luminescence, 60 min; Potency, µM (top dose mostly 57.5 µM), inactives show at the highest dose activity change, negative = inhibition, hits mostly inhibitors; note: % is set by controls: 0 for no effect and ±100 for the full control effect; nearly all actives have a fitted effect of over 60% in size
# Target sequence (P07378 whole entry, looked up): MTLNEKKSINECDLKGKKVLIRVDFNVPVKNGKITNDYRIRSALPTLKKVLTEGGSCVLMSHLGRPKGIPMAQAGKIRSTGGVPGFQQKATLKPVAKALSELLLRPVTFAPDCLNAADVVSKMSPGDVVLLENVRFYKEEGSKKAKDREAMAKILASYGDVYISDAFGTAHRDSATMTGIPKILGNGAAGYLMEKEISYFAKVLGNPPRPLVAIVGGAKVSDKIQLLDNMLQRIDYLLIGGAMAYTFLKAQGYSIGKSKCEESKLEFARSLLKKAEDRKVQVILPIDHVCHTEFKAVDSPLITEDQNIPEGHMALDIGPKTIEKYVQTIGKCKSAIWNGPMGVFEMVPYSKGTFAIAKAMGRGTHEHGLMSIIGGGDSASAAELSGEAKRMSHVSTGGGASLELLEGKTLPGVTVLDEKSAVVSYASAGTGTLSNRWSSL
#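 Recombinant glycosomal PGK reaction used 1,3-bisphosphoglycerate generated in-well by GAPDH (100nM final) in 100mM TEA pH 7.6, 5mM MgCl2, 0.01% Tween-20. After 60 minutes at room temperature, ATP was read by Kinase-Glo Plus luminescence end-point.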
# BLM inh: blocks DNA unwinding by human BLM helicase; Potency, µM (series often up to 56.1 µM), inactives show at the highest dose activity change, negative = inhibition, actives largely listed as inhibitors; 0.2% of 350,000 active; recombinant BLM DNA unwinding, fluorescence dequenching; P54132;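 note: plate controls were vehicle for no effect and no enzyme for full effect; nearly all actives have a fitted effect of over 35% in size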
# HP1b binding inh: HP1-beta chromodomain-methylated histone interaction inhibition | AlphaScreen HP1-beta / biotin-H3K9me3 peptide binding | P83916 | 0.56% of 390,000 active | Potency, µM (highest dose often 114 µM), for inactives: at the top dose activity change, negative = inhibition, hits mostly inhibitors; note: nearly all actives have a fitted effect of over 70% in size; inactives centre near 23
# Target sequence (P83916 whole entry, looked up): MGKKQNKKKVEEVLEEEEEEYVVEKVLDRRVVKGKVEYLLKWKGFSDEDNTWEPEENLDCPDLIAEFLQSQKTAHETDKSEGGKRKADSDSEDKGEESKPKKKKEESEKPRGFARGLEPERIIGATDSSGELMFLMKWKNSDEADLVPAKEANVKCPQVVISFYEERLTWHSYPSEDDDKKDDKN
#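 Compound inhibition of the preformed complex between 50 nM HP1-beta and 50 nM biotinylated H3K9me3 peptide was read by AlphaScreen. Buffer was PBS pH 7.4 with 0.01% Tween-20. Incubations ran 30 min at room temperature, with 10 ug/mL donor/acceptor beads.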
# * = called active by the depositor; i = inactive; ? = inconclusive; . = no result given; & = joins results of further samples; [ ] = another dose, or the depositor's remark. Unless noted, calls come from the whole dose curve; as a rule, active = well fitted curve in the direction sought with a large enough effect; inconclusive = small, poorly fitted or top-dose-only effect, or another doubt; inactive = no such curve, though single readings can be large; an effect the other way counts as inactive or inconclusive. Potency is the fitted concentration of half-maximal effect.
SMILES,GLS inh,JMJD2A Tudor,Pol iota inh,Pin1 inh,G9a inh,BAZ2B inh,Tb PGK inh,BLM inh,HP1b binding inh
COc1cccc(C(=O)O/N=C(\N)c2ccccn2)c1OC,22.8%,?,-12.7%,-0.6%,13.4%[2.33 µM],2.6%,.,-2.8%,21.1%
CC1=Nc2ccccc2/C1=C/c1sc(=S)n(-c2cccc(C(=O)O)c2)c1O,-11.8%,?,?,?,25.1µM*,?,?,-14.0%,?
COc1ccc2[nH]c(-c3ccccc3)cc2c1,5.2%,-25.8%,125.4%[activator],3.8%,-33.3%,-27.9%,-6.1%,-7.3%,-25.0%
O=C(NCCCc1nc2ccccc2n1Cc1ccc(Cl)cc1Cl)c1ccco1,-11.1%,-16.7%,39.7%[activator],-13.0%,-32.0%[59 µM],?,-3.9%,-1.6%,5.3%
Cc1ccc(CNS(=O)(=O)c2cc3c(cc2Cl)NC(=O)CO3)o1,4.2%,-20.5%,-13.7%,13.0%,1.1%[59 µM],23.2%,i,-3.4%,32.0%[57 µM]
CCCCn1c(N)c(N(CCOC)C(=O)COC(=O)COc2cc(C)c(Cl)cc2C(C)C)c(=O)[nH]c1=O,-0.3%,-30.2%,5.0%,-3.7%,?,8.3%,i,.,0.1%
COc1ccc(CCNC(=S)N(C)C)cc1OC,7.3%,0.0%,27.9%,-8.3%,4.1%,-1.1%,-3.0%,-3.3%,26.2%
CC(=O)Nc1ccc(NC(=O)CSCc2cnn(-c3ccccc3)c2-n2cccc2)cc1,-3.2%,?,-8.9%,-3.5%,?,-38.4%,-4.6%,-7.7%,7.6%
COC(=O)[C@H](CO)N1C(=O)[C@@H]2[C@H](C1=O)C1C=C[C@H]2C1,1.0%,-9.4%,1.2%,3.3%,.,.,4.8%,.,33.8%
CC1CC(C)CN(CC(=O)c2c[nH]c3ccccc23)C1 (configuration not stated),1.2%,-5.3%,0.8%,?,?,3.6%,-9.8%,-1.1%,54.1%[activator]
O=S(=O)(Nc1ccc2c3c(cccc13)CC2)c1ccc(F)cc1,1.5%,4.2%,-12.6%,?,.,-13.0%,-6.9%,-9.2%,25.9%
Cc1ccccc1C(=O)N1CCC(C(=O)N2CCN(Cc3ccc4c(c3)OCO4)CC2)CC1,3.9%,-17.8%,60.8%[activator],0.9%,.,.,-4.1%,.,8.9%
Cc1ccc(NC(=O)CCc2c(C)nn(-c3ccc(N4CCCCC4)nn3)c2C)cc1C,0.8%,-24.4%,14.8%,10.7%,6.4%[59 µM],-2.2%,i,-6.8%,69.3%[activator]
CC1(C)CC(=O)C2=C(C1)N(Cc1ccc(F)cc1)C(=O)C2(NC(=O)c1cccnc1)C(F)(F)F (configuration not stated),.,-2.1%,51.1%[activator],-4.3%,1.5%[59 µM],-2.4%,-9.0%,-13.2%,19.4%
CC(C)(C)c1ccc(C(=O)NCCC(=O)NNC(=O)COc2ccccc2F)cc1,-4.1%,-2.1%,87.7%[activator],6.5%,.,.,6.5%,.,40.7%[activator]
O=C(Nc1c(C(=O)N2CCOCC2)cnn1-c1ccccc1)c1ccc([N+](=O)[O-])cc1,-1.1%,1.4%,10.9%,2.0%,-7.9%,-12.9%,-6.2%,-5.6%,18.1%
O=C1CCN(Cc2ccccc2)CCN1[C@H](CSc1ccccc1)Cc1ccccc1,-4.2%,-21.6%,6.2%&28.6%,9.2%,-1.5%,-31.4%,0.0%,-7.8%,30.5%
c1coc(CNc2nc3ccccc3n2CCN2CCOCC2)c1,-7.5%,-6.6%,3.9%,-4.0%,-24.9%[12.7 µM],-26.7%,-0.2%,-4.5%,20.0%
NC1=NC2(CCCCC2)N=C(Nc2ccc(Br)cc2)N1,-1.7%,?,6.1%,1.7%,16.5%[59 µM],-9.9%,6.2%,-7.8%,0.5%
CN(CC(=O)Nc1ccccc1Cl)C(=O)COC(=O)C1CC1,3.7%,-8.9%,35.9%[activator],-1.9%,9.8%[0.501 µM],-5.6%,i,.,13.6%
COc1cccc(C2C(C(=O)c3cccs3)=C(O)C(=O)N2CCN(C)C)c1OC (configuration not stated),-0.5%,?,4.7%,9.7%,-3.6%[59 µM],4.0%,-7.6%,-1.9%,-0.2%
COc1cc(NC(=O)CCc2nnc3ccc(N4CCCCC4)nn23)cc(OC)c1OC,-10.9%,-17.6%,?,-0.3%,4.1%,-28.5%,-1.2%,-1.6%,0.6%
COC(=O)c1ccc(CSc2nnc(Nc3ccc(OC)cc3)s2)o1,20.6%,-14.9%,-14.3%,2.5%,-18.6%[59 µM],-7.5%,-0.1%,-3.4%,3.9%
CCOC(=O)CNC(=O)Cn1cnc2c(nnn2-c2ccc(C)cc2)c1=O,1.5%,-5.8%,-7.4%,-5.3%,5.7%,1.9%,i,-9.2%,47.8%[activator]
Cc1ccc(C)c(S(=O)(=O)N2CCCC2CNC(=O)C(=O)NC2CCCCCC2)c1 (configuration not stated),-4.2%,-5.5%,24.7%,-1.3%,9.5%[0.501 µM],4.1%,-3.2%,.,13.3%

# Continuation:
SMILES,GLS inh,JMJD2A Tudor,Pol iota inh,Pin1 inh,G9a inh,BAZ2B inh,Tb PGK inh,BLM inh,HP1b binding inh
CCc1ccccc1NC(=O)Cn1nnc(C(=O)NCc2cccs2)c1N,1.7%&-1.8%,-26.6%&-24.7%,?,12.8%&14.3%,6.0%,-3.9%,3.4%&4.6%,-7.4%&-11.1%,25.1%&21.7%
Cc1cccn2c(CNCCSc3nccn3C)c(C(=O)N3CCCCC3)nc12,0.2%,8.9%,-9.4%,0.9%,?,-17.6%,-0.5%,-2.1%,21.9%
CCc1ccc(NC(=O)Cn2nc(C)n3cccc3c2=O)cc1,-2.6%,5.9%,-17.3%,0.8%,24.5%,-22.6%,-1.0%,1.6%,19.4%
CC1=NN(C(=O)c2ccc(Br)cc2)C(O)(C(F)(F)OC(F)(F)F)C1 (configuration not stated),-2.4%,-17.8%,42.9%[activator],-1.3%,34.8%,-9.6%,8.6%,-3.9%,30.1%
COc1ccccc1C(=O)N/C(=C\c1cn(C)c2ccccc12)C(=O)NCCCN1CCOCC1,14.5%,-30.4%,18.0%,-2.1%,19.8%[0.0925 µM],-8.0%,i,1.3%,7.8%
O=C(CSc1oc(-c2ccc(F)cc2)nc1S(=O)(=O)c1ccc(Cl)cc1)c1ccccc1,3.5%,-22.2%,-27.8%,?,-3.0%[59 µM],-14.2%,-1.0%,-4.7%,7.2%
O=C(NC1CC(=O)N(c2ccc(Cl)cc2)C1)C1CCCCC1 (configuration not stated),-11.1%,-8.1%,10.2%,-10.5%,?,0.2%,i,0.9%,-7.8%
N#Cc1ccccc1COC(=O)c1ccc(Br)o1,-1.1%,19.3%,-9.2%,5.9%,14.1%,8.1%,-7.6%,-2.8%,45.4%[activator]
COc1cc(NC(=S)NCCSc2ccc(C)cc2)cc(OC)c1,7.9%,-19.0%,18.7%,-9.1%,4.7%[59 µM],-31.1%,-1.4%,-15.8%,11.2%
CCOc1ccc(-n2cnc3scc(-c4ccc(OC)c(OC)c4)c3c2=O)cc1,-9.0%,-21.1%,116.7%[activator],3.9%,0.9%,-22.4%,-0.4%,-6.9%,23.0%
Cc1ccccc1C(=O)NC1CCN(C(=O)Nc2ccccc2Cl)CC1,-1.2%,-5.1%,-22.4%,-2.1%,25.0%,8.7%,-1.8%,6.5%,30.2%
COc1cccc(/C=C/C(=O)OCC(=O)c2c(N)n(C)c(=O)n(C)c2=O)c1,6.6%,-4.5%,38.2%[activator],0.4%,?,29.4%,0.4%,.,8.4%
O=C(c1ccc2c(=O)n(CCc3ccccc3)c(=O)[nH]c2c1)N1CCN(C(=O)c2ccco2)CC1,.,-6.8%,0.5%,-4.0%,.,.,.,.,30.7%
CCc1ccccc1NC(=O)Cn1c(=O)n(-c2ccc(C)cc2)c(=O)c2cc(OC)c(OC)cc21,-3.9%,-7.5%,32.8%[activator],10.5%,2.3%[59 µM],-1.9%,i,-9.5%,43.8%[activator]
COc1ccc(-c2cc(C(=O)NCc3ccc(C)cc3)c3cc(C(C)C)ccc3n2)cc1,-8.6%,-13.1%,18.3%,-10.3%,3.2%[59 µM],2.0%,-5.9%,-1.0%,-0.5%
COc1cc(/C=N/NC(=O)c2c(-c3c(Cl)cccc3Cl)noc2C)ccc1OCC(N)=O,-0.2%,-21.9%,35.2%[activator],-5.0%,.,?,i,-1.1%,35.4%[activator]
COC(=O)c1ccc(NC(=O)N2CCN(c3nnc(C)c4c(C)n(-c5ccccc5)nc34)CC2)cc1,1.1%,-29.3%,-6.5%,0.2%,3.5%[59 µM],-11.6%,.,-0.7%,-7.0%
COc1cc(C(=O)NCCCC2CCCC2)ccc1OC1CCN(C(C)=O)CC1,-0.7%,-9.7%,23.8%,-10.3%,.,-6.7%,-2.3%,-1.7%,21.1%
Cn1cccc1CNC(=S)Nc1ccccc1F,-14.6%,-22.3%,?,2.6%,-38.3%,-14.2%,-13.3%,-2.4%,4.5%
O=C(NCCCN1CCCC1)Nc1ccc(F)cc1,-6.4%,-2.1%,26.8%,2.0%,?,1.6%,0.3%,0.8%,36.1%
COc1ccccc1CNC(=O)N1CCN(S(=O)(=O)c2ccc(Cl)cc2)CC1,-5.3%,4.0%,10.9%,-2.1%,-12.5%,1.3%,-3.2%,-2.3%,13.5%
COc1cc(/C=N/NC(=O)CCC(=O)NCc2ccccc2)cc(OC)c1OC,2.7%,-4.5%,2.2%,2.3%,7.3%[59 µM],10.4%,2.1%,-0.8%,33.5%
Cc1[nH]nc2c1C(=O)CC(C)(C)C2,7.3%,-1.6%,6.8%,9.0%,-32.3%[59 µM],-11.6%,1.4%,1.1%,20.8%

# Whole records as entered above. Order of screens: GLS inh | JMJD2A Tudor | Pol iota inh | Pin1 inh | G9a inh | BAZ2B inh | Tb PGK inh | BLM inh | HP1b binding inh
# CC1=NN(C(=O)c2ccc(Br)cc2)C(O)(C(F)(F)OC(F)(F)F)C1 (configuration not stated) is listed with -2.4% | -17.8% | 42.9%[activator] | -1.3% | 34.8% | -9.6% | 8.6% | -3.9% | 30.1%
# Cc1[nH]nc2c1C(=O)CC(C)(C)C2 is listed with 7.3% | -1.6% | 6.8% | 9.0% | -32.3%[59 µM] | -11.6% | 1.4% | 1.1% | 20.8%

# Some of the compounds tested; count on the stated rates, not on these rows.
